# hK5 inh: human KLK5 protease inhibitors, primary screen, biochemical, 1536-well | recombinant hK5, fluorogenic AMC substrate cleavage | inhibition, % at 5 µM | 210,000 tested, 0.59% active;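 active = inhibition of 40% or more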;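 note: 0% = enzyme controls without compound and 100% = no-enzyme blanks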
# NCF1 inh: p47phox/p22phox peptide binding inhibitors, primary screen, biochemical, uHTS, NADPH oxidase regulatory subunit | fluorescence polarization, 2 h | inhibition, % at 24.7 µM | 220,000 tested, 0.53% active | AID 1274, 2008;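 note: 0% = p47phox with labelled peptide and 100% = labelled peptide alone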
# 14-3-3 Bad PPI: inhibitors of 14-3-3 zeta/Bad binding, primary screen, biochemical, TR-FRET, bovine 14-3-3 zeta | inhibition, % at 21.7 µM | 14-3-3 protein zeta/delta (Bos taurus), P63103 | AID 781, 2007 | 220,000 tested, 0.71% active | TR-FRET 14-3-3zeta/Dy647-pBad peptide displacement, 1 h;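 active = inhibition above about 70%, limit read from the data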;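 note: 0% = full 14-3-3 plus peptide FRET controls and 100% = background without 14-3-3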
# EBV gp42 block: Epstein-Barr virus gp42 inhibitors, primary screen, biochemical, uHTS, fluorescence polarization; Glycoprotein 42 (Epstein-Barr virus (strain AG876)), Q1HVG2; Fluorescence polarization binding assay, mP read-out; inhibition, % (tested at 21.74 µM); 220,000 tested, 0.42% active; AID 1085, 2008; in the data active = inhibition above about 50%
# eIF4E 4G PPI: eIF4E–eIF4G protein interaction inhibitors, primary screen, biochemical, uHTS, TR-FRET, eIF4GI fragment; TR-FRET eIF4E-eIF4GI(517-606) binding, 2 h; Eukaryotic translation initiation factor 4E (Mus musculus) + Eukaryotic translation …; inhibition, % at 21.7 µM; 220,000 tested, 0.37% active;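 note: 0% = full FRET control wells and 100% = background wells lacking eIF4GI fragment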
# Cl transport mod: KCC2 cotransporter modulators, thallium flux, primary screen, cell-based, HEK293 KCC2, FluoZin-2 fluorescence, MLSMR; AID 1456, 2008; B-score of Tl+ flux slope (higher = more flux/activation; lower = inhibition) at 10 µM; 190,000 tested, 2.2% active; KCC2 cells, thallium flux FluoZin-2 fluorescence;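 active = thallium flux slope and its plate-corrected score both differing from the plate sample mean at a set confidence after two filtering rounds, in either direction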;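 note: slope of fluorescence scaled to starting intensity during 10 to 20 s after thallium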
# Rad51 HR inh: human RAD51 strand exchange inhibitors, primary screen, biochemical, fluorescence; DNA repair protein RAD51 homolog 1 (Homo sapiens), Q06609; hRad51 DNA strand exchange, fluorescence dequenching; inhibition, % at 10 µM; 200,000 tested, 0.085% active;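 active = inhibition above 40% at the single screening dose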;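 note: 0% = DMSO control wells and 100% = blanks with heterologous ssDNA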
#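 Test system – preformed human Rad51 ssDNA filaments · Reagent – Donor/quencher-labelled 47-bp dsDNA substrate · Incubation – 37 °C 15-min filament assembly, 30-min compound preincubation, 15-min exchange · Signal – FRET fluorescence dequenching, excitation 485 nm, emission 520 nm · Read-out – percent inhibition from fluorescence, normalised to plate control and blank means · Benchmarks – plate control and blank wells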
# thrombin 1536: human alpha-thrombin inhibitors, primary screen, counter-screen for coagulation protease inhibitor project, biochemical, 1536-well, fluorogenic AMC substrate; Prothrombin (Homo sapiens), P00734; Boc-VPR-AMC fluorogenic substrate cleavage; inhibition, % at 5 µM; 220,000 tested, 0.26% active;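 active = inhibition at or above 40%; inactive = inhibition below 40%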;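 note: 0% = enzyme with no compound and 100% = wells without enzyme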
#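 Test system: human alpha-thrombin protein / Dosing: one concentration per compound, 5 µM, with 0.2% DMSO / Medium: pH 7.5 Tris-saline with Tween 20 / Benchmarks: no-compound enzyme wells and no-enzyme blanks / Read-out basis: percent inhibition of thrombin substrate cleavage / Timing: reaction at room temperature / Measured by: fluorescence, ex 355 nm, em 460 nm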
# Furin inh: human furin inhibitors, primary screen, biochemical, fluorescence intensity | inhibition, % at 30 µM | 220,000 tested, 0.061% active | P09958 | purified furin, fluorogenic substrate cleavage; in the data active = inhibition above about 25%; note: inactives centre near -15
# The depositor's hits bear a star; nt = no result given; [ ] = dose if it differs, or a comment.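 Rule for the calls, unless noted: active = inhibition above about 30% (limit read from the data); inactive = the rest.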
SMILES	hK5 inh	NCF1 inh	14-3-3 Bad PPI	EBV gp42 block	eIF4E 4G PPI	Cl transport mod	Rad51 HR inh	thrombin 1536	Furin inh
CCn1c(C(=O)N2CCCC(C(=O)NCCCc3ccccc3)C2)cc2sccc21 (stereo unspecified)	-11.0	2.0	1.7[fluorescence artefact?]	-3.1	2.6	nt	-0.9	0.9	-22.8[20 µM]
Cc1ccc2nc(-c3ccc(NC(=O)COC(=O)c4ccc(=O)[nH]c4)cc3)sc2c1	-30.6	-32.1	44.0[fluorescence artefact?]	-52.4	0.1	-1.39	-4.9	-4.8	-12.7
O=C(C[n+]1cc(-c2ccc(F)cc2)n2c1CCC2)N1c2ccccc2Sc2ccccc21	-17.0	-11.0	0.3	-11.9	12.4	0.856	8.7	-7.3	3.7
Cc1occc1C(=O)NCc1ccco1	-12.3	5.8	3.4	-5.9	-0.6	0.336	8.9	-3.1	-17.2
COc1ccc(-c2csc(Cc3nnc(N4CCOCC4)n3-c3ccccc3)n2)cc1OC	-23.4	-10.7	21.6[fluorescence artefact?]	-10.2	-0.2[fluorescence artefact?]	0.237	10.6	-6.0	1.8[20 µM]
CCN(CC)C(CNS(=O)(=O)c1ccc(Cl)cc1)c1ccccc1 (stereo unspecified)	2.8	-6.2	0.1	-9.0	-1.3	-0.643	-0.3	-4.0	-22.7
COC(=O)Cc1csc(/N=C/c2c(O)n(-c3cccc(C(F)(F)F)c3)c(=O)c3ccccc23)n1	-10.2	-121.2	10.2	-7.3	1.3	1.61	nt	-8.2	-5.1
CC12CCC(C)(c3nc4ccccc4nc31)C2(C)C	2.6	6.2	-3.3	-4.8	3.1	-0.0604	-4.2	-4.0	-10.5
CC(=O)c1sc(NC(=O)c2ccccc2)nc1-c1ccccc1	2.8	-9.9	-8.2	1.0	-2.3	-0.965	-3.6	nt	-27.9
NC(=O)COc1ccc(-n2cnnn2)cc1	4.5	6.5	8.3	28.1	21.9	-0.169	1.4	-14.6	-37.1
CC(C)C(=O)Nc1nnc(CCc2nnc(NC(=O)C(C)C)s2)s1	-29.3	-8.6	5.3	-19.3	6.5	nt	0.5	-5.3	8.6[20 µM]
O=P(CCNCc1ccco1)(c1ccccc1)c1ccccc1	-13.8	-15.2	-6.5	-17.8	-1.5	0.142	3.2	3.4	-22.8[20 µM]
Cc1ccc(-c2n[nH]c(=S)n2/N=C/c2c(C)[nH]n(-c3ccccc3)c2=O)cc1	-16.3	1.1	-32.2	-13.0	1.7	-1.06	22.7	5.0	6.3
O=C(CSc1n[nH]c(-c2cccnc2)n1)Nc1ccccc1	-7.8	-3.8	-1.8	-4.7	-4.2	0.0472	-7.3	0.9	-11.8[20 µM]
CCCN(CCC)C(=O)Cn1c(=O)n(CCCCC(=O)NC2CCCC2)c(=O)c2ccccc21	-6.9	-9.5	-6.2	-9.8	2.1	-0.779	0.4	-5.5	-14.9[20 µM]

# Continuation.
SMILES	hK5 inh	NCF1 inh	14-3-3 Bad PPI	EBV gp42 block	eIF4E 4G PPI	Cl transport mod	Rad51 HR inh	thrombin 1536	Furin inh
COc1ccc(CNCc2c(C(=O)N(C)C)nc3ccc(Cl)cn23)c(OC)c1	-3.9	0.3	-11.8	-1.2	-0.7	nt	4.4	-11.7	-15.6
CCOc1ccc(Nc2ncnc(N)n2)cc1	-10.9	-11.0	3.4[fluorescence artefact?]	-14.3	-4.3[fluorescence artefact?]	0.433	-0.9	0.5	-28.7
O=C(NC12CC3CC(CC(C3)C1)C2)N1CCN(C(=O)c2ccco2)CC1	-1.7	-5.3	-7.6	-10.6	-1.4	0.193	8.7	-4.6	-19.4
Cc1ccc(NC(=O)c2sc(N)nc2-c2ccc([N+](=O)[O-])cc2)cc1C	12.6	-8.3	-5.1	-6.8	-0.8	0.115	-5.3	-9.3	-10.5
CCOC(=O)c1c(-c2ccccc2)csc1/N=C/C1C(=O)CCCC1=O	-1.5	-24.2	-31.1	-5.8	-2.5	-0.496	nt	4.4	11.8
COCCNC(=O)CN(c1ccccc1OC)S(C)(=O)=O	-3.3	-10.1	0.0	-19.3	8.2[fluorescence artefact?]	0.431	0.6	1.6	-20.9
Clc1ccc(/C(Cc2nc3ccccc3[nH]2)=N\Nc2ccccc2)cc1	14.8	nt	-16.9	-10.2	-0.7	0.826	nt	1.8	-30.6
O=C(Oc1ccc([N+](=O)[O-])cc1)c1cc(-c2ccccc2)nc2ccccc12	-8.4	-7.4	1.4	-6.1	-0.9	-0.152	nt	3.8	-8.4[20 µM]
CCCC(C)NCC(=O)Nc1ccccc1-c1ccccc1 (stereo unspecified)	-3.8	-18.6	72.3*	10.3	-6.5	-0.237	-0.3	-2.8	-9.6[20 µM]
Cn1c2ccccc2n2c(=O)c(=O)n(CC(=O)c3ccc(F)cc3)nc12	-12.8	-0.9	-6.6	-0.9	0.4	nt	7.5	1.2	-11.4
COc1ccc(N2CCN(C(=O)c3cccc(Br)c3)CC2)c([N+](=O)[O-])c1	-16.6	-3.3	-7.4	5.9	0.6	1.22	18.3	4.5	-17.3
CC(C)C[C@H](NC(=O)c1[nH]cnc1C(=O)Nc1ccc(CNC(=O)OC(C)(C)C)cc1)C(=O)OC(C)(C)C	-2.1	7.8	-4.4	-18.5	-1.5	0.627	3.8	4.0	-21.5
O=C1N(O)C2(C=CCCC2)/C(=N\O)C12CCCCC2 (stereo unspecified)	0.5	-6.7	1.0	-29.9	-0.4	nt	4.4	1.2	7.5
CC(=O)c1cccc(CN2CCN(C(C)C)C(CCO)C2)c1 (stereo unspecified)	-3.5	12.2	4.1	4.8	-2.9	1.27	nt	-4.3	-11.5
CCS(=O)(=O)c1ccc2oc(SCC(=O)NCCc3ccc(F)cc3)nc2c1	1.2	-0.8	-6.7	-4.4	-4.0	0.0209	11.4	5.7	-11.6

# The listing continues:
SMILES	hK5 inh	NCF1 inh	14-3-3 Bad PPI	EBV gp42 block	eIF4E 4G PPI	Cl transport mod	Rad51 HR inh	thrombin 1536	Furin inh
O=C(Nc1ccccc1)N1CCc2ccccc21	-3.2	-0.1	-2.6	-22.1	3.4[fluorescence artefact?]	-0.361	1.0	-6.6	-29.5[20 µM]
COc1ccc(C2=C(C)CC(C)(C)NC2=O)cc1OC	-3.6	-7.3	-2.6	-19.7	2.5	0.821	4.2	0.8	-24.2
CSCCC1NC(=O)N(CC(=O)Nc2c(Cl)cc(Cl)cc2Cl)C1=O (stereo unspecified)	0.4	-12.3	4.2	-4.3	-2.1	-0.438	-1.1	0.1	-7.4[20 µM]
Cc1ccccc1N(CC(=O)NCCSC1CCCCC1)S(=O)(=O)c1ccccc1	4.3	-30.3	2.6	-1.2	1.4	-0.156	-0.9	0.1	-13.0
COc1ccc(NC(=O)COC(=O)CCCc2c[nH]c3ccccc23)cc1	-6.5	-5.9	-13.8	-13.8	-5.9	-0.567	8.3	-0.9	-14.3[20 µM]
Cc1nnc(SCC(=O)c2cc(C)n(-c3c(C)n(C)n(-c4ccccc4)c3=O)c2C)s1	-19.3	-16.2	0.8	-23.8	0.4	0.111	8.4	-2.4	-21.4
COc1ccc(OC(C)c2nnc(N)s2)cc1 (stereo unspecified)	-3.5	-13.8	-9.8	-2.9	-1.2	0.38	29.2	3.8	-29.3
N#CC1=C(SCC(=O)c2cc3ccccc3oc2=O)NC(=O)C(C#N)C12CCCC2 (stereo unspecified)	-23.3	nt	nt	nt	nt	-1.38	-27.6	-0.6	-16.7[20 µM]
Cc1ccccc1OCc1n[nH]c(=S)n1-c1ccccc1	-7.4	-2.5	-11.8	-3.5	0.7	nt	-110.1	-1.5	-11.7
Cc1ccc(-c2ccc(NC(=O)C3C4C=CC(C4)C3C(=O)O)cc2)o1 (stereo unspecified)	-14.2	-8.8	1.8	-7.8	10.4	-0.806	4.2	-2.6	-21.2[20 µM]
C=CCOC(=O)CN1C(=O)c2ccccc2C1=O	-22.2	-2.7	11.2	-21.7	1.2	0.783	-5.8	1.6	-23.0
COCCn1c(C)cc(C(=O)COC(=O)c2ccc(NC(=O)CC#N)cc2)c1C	-2.0	-19.6	-7.4	-11.2	1.1	0.261	3.2	-4.7	-29.7[20 µM]
Cc1cc(NC(=O)OC(C)C)ccc1-c1ccc(NC(=O)OC(C)C)cc1C	2.2	-8.3	12.0	-9.1	-2.3	-0.761	-19.8	-0.2	-15.6
Cc1cccc2cc(CN(Cc3ccc(F)cc3)C(=O)C(F)(F)F)c3nnnn3c12	-8.8	-12.6	4.1	-6.1	2.3[fluorescence artefact?]	-0.277	2.5	-0.1	-16.0[20 µM]
Fc1ccc(C(c2nnnn2C2CCCC2)N(Cc2ccco2)CC2CCCO2)cc1 (stereo unspecified)	-12.2	-13.0	-9.3[fluorescence artefact?]	-20.9	-2.3	0.0549	-0.6	-4.9	-10.5[20 µM]

# Continued.
SMILES	hK5 inh	NCF1 inh	14-3-3 Bad PPI	EBV gp42 block	eIF4E 4G PPI	Cl transport mod	Rad51 HR inh	thrombin 1536	Furin inh
COc1cccc(CN(C(=O)c2cc3ccccc3oc2=O)C2CC2)c1	-9.4	-8.2	7.8	-22.4	0.7	-0.148	1.0	-0.3	-18.4[20 µM]
COc1ccc(Cc2nn3c(Cn4nnc5ccccc54)nnc3s2)cc1	-14.3	-3.8	6.3	-3.8	-5.4	0.159	2.1	15.6	-12.2[20 µM]
CCC(NC(=O)/C(=C\c1ccc2c(c1)OCO2)NC(C)=O)C(=O)O (stereo unspecified)	-12.7	-7.2	-3.0[fluorescence artefact?]	-10.0	4.0	-0.0128	-6.0	-1.2	4.3
Cc1ccc(C)c(S(=O)(=O)Nc2ccccc2C(=O)Nc2ccc(S(=O)(=O)Nc3ncccn3)cc2)c1	-28.5	-13.2	-1.7	6.1	-7.9	1.23	6.2	-9.5	-10.5
COc1cccc(NC(=O)CCS(=O)(=O)c2cccs2)c1	-5.7	-15.1	3.9[fluorescence artefact?]	-19.1	4.9[fluorescence artefact?]	0.464	5.8	-2.0	-0.7
COc1cc(C)ccc1S(=O)(=O)N1CCN(C23CC4CC(CC(C4)C2)C3)CC1	3.5	-2.2	9.7[fluorescence artefact?]	-4.9	1.1[fluorescence artefact?]	nt	-1.9	-4.4	-25.3[20 µM]
CCN(CC)C(=O)CC(c1ccc(N(C)C)cc1)c1c(O)cc(OC)cc1OC (stereo unspecified)	3.9	-10.8	-5.9	-6.2	-1.5	0.0466	1.3	5.8	-29.7

# Results in eIF4E 4G PPI, for 3 of the compounds above:
SMILES	eIF4E 4G PPI
COc1cccc(CN(C(=O)c2cc3ccccc3oc2=O)C2CC2)c1	0.7
COc1ccc(Cc2nn3c(Cn4nnc5ccccc54)nnc3s2)cc1	-5.4
CCC(NC(=O)/C(=C\c1ccc2c(c1)OCO2)NC(C)=O)C(=O)O (stereo unspecified)	4.0

# Screening data: PubChem BioAssay, several laboratories
